Screens: PubChem, Broad Institute
miR-122 sensor: inhibitors of miR-122 in Huh7 cells. 340,000 compounds, 0.3% hits. Huh7 miR-122 Renilla luciferase sensor, 48 h; neutral wells = 0, positive control = 100. activation (reporter increase), % at 12.5 µM;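 active = mean replicate activation score at least 90 and every replicate individually at or above 90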;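 note: higher luciferase means less miR-122 activity so hits act as miR-122 inhibitors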
Cneo AK release: Cryptococcus neoformans lysis via adenylate kinase release. C. neoformans lysis, adenylate kinase release luminescence, 4 h; normalised: neutral wells 0, clomiphene wells 100. lysis activity, % at 15 µM. 360,000 compounds, 0.2% hits;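 active = mean lysis activity across replicates of at least 80%, whatever share of replicates individually reach that level; inactive = mean lysis activity below 80%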
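Material: C. neoformans cells | Amount: Yeast cell density of 5 × 10^6 cells/mL | Medium: Fresh YPD growth medium | Dosing: Single dose | Times: Static 4 h at 37 °C with compound, 1 h detection | Detection: AK luminescence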
PGC1a acetyl inh: modulators of PGC1a acetylation. U2OS PGC1a acetylation, AlphaScreen anti-acetyl-lysine; with virally co-expressed GCN5 acetyltransferase. 350,000 compounds, 0.17% hits. inhibition, % at 15.6 µM;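 active = every replicate shows inhibition of at least 40%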;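 note: 0% = neutral control wells and 100% = positive control wells; some results beyond the cut were filed as inactive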
Starred values were filed as active, the others as inactive. The list is partial (hit frequency here may not be typical).

SMILES	miR-122 sensor	Cneo AK release	PGC1a acetyl inh
O=C(CN1CCN(S(=O)(=O)c2ccc(Cl)cc2)CC1)Nc1ccc2c(c1)OCO2	-2	3	-4
CC(C)C(=O)N1CCC(CN=Cc2c(O)n(C3CCCCC3)c(=O)n(C3CCCCC3)c2=O)CC1	-14	-1	-2
COc1ccc(NC(=O)c2ccc3snnc3c2)cc1	-3	0	-19
Cc1cc2nnc(SCc3ccccc3)n2c(N)n1	-3	3	-10
CCOC(=O)C1CCCN(C(=O)c2cncc(Br)c2)C1 (stereo not drawn)	-3	1	3
Cc1ccc(C)c2[nH]c(=O)c(CN(Cc3ccc4c(c3)OCO4)Cc3nnnn3Cc3ccco3)cc12	32	-3	-23
Cc1onc(-c2ccccc2Cl)c1C(=O)NCc1nc(-c2ccccc2)no1	-1	-3	-7
O=C(NCCN1CCN(c2ccccc2)CC1)C1CCN(S(=O)(=O)c2cccc3nonc23)CC1	2	1	13
Cc1ccc(S(=O)(=O)N2CCC(C(=O)NCC3CCCO3)CC2)cc1 (stereo not drawn)	0	-8	-3
Cc1c(C(=O)Oc2ccc(-c3cnc4ccccc4n3)cc2)cccc1[N+](=O)[O-]	5	-6	-8
CCOc1ccc(S(=O)(=O)NCCCN2CCOCC2)c2ccccc12	57	6	6
N#CCSc1nc2cc(C(=O)N3CCCC3)ccc2c(=O)n1Cc1ccccc1	8	1	-1
CCN(c1ccccc1)S(=O)(=O)c1cnc[nH]1	-2	0	-7
NC(=O)c1ccc(-n2nnnc2Oc2ccccc2C(=O)N2CCOCC2)cc1	-1	0	-3
CCCc1nc2sc3c(c2c(=O)n1N)CCC3	3	-10	-2
COc1ccc2c(c1OC)C(=O)N(c1ccccn1)C2	7	-3	3
c1ccc(-n2ncc3c(NCCN4CCCCC4)ncnc32)cc1	-8	-1	0
COC(=O)C(C)n1cnc2c(nnn2-c2ccccc2)c1=O (stereo not drawn)	-2	1	-25
Cc1ccc(C)c(-c2nnc(OCC(=O)Nc3cc(C)on3)c3ccccc23)c1	0	0	-29
Cc1c(Cl)c([N+](=O)[O-])nn1CC(=O)N1CCc2ccccc2C1	-5	2	-25
CC(=O)N1CN(Cc2ccccn2)Cc2c1sc1c2CCCC1	0	0	14
Cc1ccc(N=Nc2c(O)n(CN3CCOCC3)c3ccccc23)cc1	15	-5	-19
Cc1noc2ncnc(Oc3ccc(F)cc3)c12	0	1	-7
O=CN(CCN(C=O)CN1CCCCC1)CN1CCCCC1	2	3	5
c1ccc(COc2ccc(CN3CCN(c4ccccn4)CC3)cc2)cc1	-4	-4	8
COC(=O)C1CN(S(=O)(=O)c2ccc(C)cc2)CCN1S(=O)(=O)c1ccc(C)cc1 (stereo not drawn)	-4	2	-7
CCOc1cc(C2/C(=C(/O)c3ccc(OC(C)C)cc3)C(=O)C(=O)N2CCCOC)ccc1O (stereo not drawn)	-2	0	-24
O=C(O)CCn1c(C2CCCCC2)nc2ccccc21	5	0	4
COc1ccc(NC(=O)N(CCO)Cc2cc3c(C)cc(C)cc3[nH]c2=O)cc1	-7	2	-8
COC(=O)/C(C#N)=C1/SC=C(C)N1c1ccccc1	0	0	0
O=C(O)C1C2C=CC(C2)C1C(=O)Nc1ccc2c(c1)OCCO2 (stereo not drawn)	2	1	-7
O=C(COc1ccc(/C=N/NC(=O)c2cc3ccccc3o2)cc1Cl)Nc1ccccc1	2	0	2
CCC(=O)Nc1ccc(NC(=O)c2cc3ccccc3o2)cc1	-1	-2	-20
Cc1occc1-c1nnc(SCC(=O)NCCc2ccccc2)n1Cc1ccccc1	-2	2	-16
CC(=O)Nc1nnc(SCC(=O)NCC2CCCO2)s1 (stereo not drawn)	-3	2	14
O=C(COc1ccccc1)Nc1nc(-c2ccc(S(=O)(=O)N3CCOCC3)cc2)cs1	16	-2	1
CS(=O)(=O)N1CCN(c2ccc(NC(=O)C(c3ccccc3)c3ccccc3)cc2)CC1	1	1	2
O=C(O)Cn1cc(C(=O)c2cccs2)c2ccccc21	-1	-1	2
CCC/C(O)=C1\C(=O)CC(C)(C)CC1=Nc1ccccc1OC	2	0	4
CCN(CC)CCN(Cc1cc2cc(C)ccc2[nH]c1=O)C(=O)Nc1ccccc1OC	5	4	-22
CSC(=NS(=O)(=O)c1ccccc1)SC	-1	2	7
Cc1[nH]nc2c1C(c1ccc(OC(=O)c3ccco3)cc1)C(C#N)=C(N)O2 (stereo not drawn)	-1	-3	23
Fc1ccc(NCc2cn3ccccc3n2)cc1	9	1	-12
O=c1c2ccccc2n(Cc2ccc(F)cc2)c(=O)n1C1CCCC1	-1	-2	6
Cc1nn(C)c(C(=O)Nc2ccc(S(=O)(=O)NC34CC5CC(CC(C5)C3)C4)cc2)c1Br	41	2	-29
Cc1oc(C(C)(C)C)cc1C(=O)Nc1ccc(C(=O)O)cc1	5	-3	-11
O=S(=O)(NC1CC1)c1cccc(S(=O)(=O)N2CCCC2)c1	2	2	12
COc1ccc(CC(NC(C)=O)C(=O)NC2CCN(C(=O)NCc3ccccc3)CC2)cc1OC (stereo not drawn)	-7	0	-3
O=S(=O)(c1ccc(OCC(O)CN2CCN(c3ccccc3)CC2)cc1)N1CCOCC1 (stereo not drawn)	2	1	-4
Cc1ccc(-c2nc(=S)c3c(n2CC2CCCO2)CC(C)(C)OC3)cc1 (stereo not drawn)	-1	-2	0
Cn1c(=O)c2c(ncn2CC(=O)N2CCN(c3ccccc3)CC2)n(C)c1=O	-1	-3	-6
CCn1c(SCC(=O)NCCc2ccc(Cl)cc2)nnc1-c1cccs1	-7	-2	28
CCCC(=Nc1ccc(N)cc1)C1=C(O)C(C(=O)OC)C(C)(C)CC1=O (stereo not drawn)	-3	2	2
Cc1cc(C)n2nc[n+](C)c2n1	25	-2	-6
COCn1c(=O)c2c(nc(SC3=NCCS3)n2Cc2ccccc2C)n(COC)c1=O	3	1	-4
COC(=O)c1nn(-c2ccccc2)nc1-c1nn(-c2ccccc2)nc1C(=O)OC	-5	-6	-12
NC(=O)c1ccc(N2CCCCC2)c(N2C(=O)C3C4C=CC(C4)C3C2=O)c1 (stereo not drawn)	-3	0	6
CC1CCC2(CC1)NC(=O)N(CC(=O)c1ccc[nH]1)C2=O (stereo not drawn)	-1	0	14
Cc1nc2nc(C)n(-c3ccccc3)c2s1	3	0	-6
COc1cc(CC(=O)NCCc2ccc(OCc3ccccc3)cc2)c([N+](=O)[O-])cc1OC	-5	9	-4

A different layout for part of the listing above:
Compound,miR-122 sensor,Cneo AK release,PGC1a acetyl inh
CCn1c(SCC(=O)NCCc2ccc(Cl)cc2)nnc1-c1cccs1,-7,-2,28
O=S(=O)(NC1CC1)c1cccc(S(=O)(=O)N2CCCC2)c1,2,2,12
Cc1oc(C(C)(C)C)cc1C(=O)Nc1ccc(C(=O)O)cc1,5,-3,-11
Cc1[nH]nc2c1C(c1ccc(OC(=O)c3ccco3)cc1)C(C#N)=C(N)O2 (stereo not drawn),-1,-3,23
Fc1ccc(NCc2cn3ccccc3n2)cc1,9,1,-12

Continuation:
SMILES	miR-122 sensor	Cneo AK release	PGC1a acetyl inh
COC(=O)c1ccc(C2/C(=C(/O)c3ccc4c(c3)CC(C)O4)C(=O)C(=O)N2Cc2cccnc2)cc1 (stereo not drawn)	-8	7	3
Cc1nc2ccccc2n1CCCOc1ccccc1	-5	-3	5
O=c1c([N+](=O)[O-])c(N2CCCCCC2)c2ccccc2n1-c1ccccc1	12	0	-2
CCN(CC)CC(=O)N1N=C(c2cccs2)CC1c1ccco1 (stereo not drawn)	-1	1	12
COc1ccc(OC)c2[nH]c(=O)c(CCNC(=O)CC(C)C)cc12	0	-1	0
CC1(C)CC(=O)C=C(Nc2cc(-c3ccccc3)[nH]n2)C1	6	-1	-3
COc1ccc(-c2coc3cc(O)ccc3c2=O)cc1OC	0	0	-26
CC1CCCCN1C(=O)CSc1nc(N)cc(=O)[nH]1 (stereo not drawn)	0	20	7
O=C(NCc1cccs1)c1ccc(N2CCCC2=O)cc1	-2	0	-19
CCc1ccc2[nH]c(=O)c(CN(CCN(C)C)C(=O)Nc3ccccc3)cc2c1	-3	0	-8
CCOC(=O)CN1C(=O)C(Sc2n[nH]c(-c3ccc(O)cc3)n2)CCc2ccccc21 (stereo not drawn)	1	1	-13
CN(CC(O)COCc1cccs1)C1CCCCC1 (stereo not drawn)	-3	2	17
CCS(=O)(=O)N1CCCC(C(=O)NCCN(C)Cc2ccccc2)C1 (stereo not drawn)	3	6	7
Cc1nn(C(C)C(=O)N2CCc3ccccc32)c(C)c1[N+](=O)[O-] (stereo not drawn)	-3	8	-6
CCCN1C(=O)C(NC(=O)c2ccncc2)(C(F)(F)F)C2=C1CC(C)(C)CC2=O (stereo not drawn)	-1	0	5
CCCCc1nc2ccccc2c(=O)n1NC(=O)c1c(O)c2cccc3c2n(c1=O)CC3	1	-2	7
CCOC(=O)c1ccccc1NC(=O)CSc1ccccc1	7	2	-5
O=C(CCN1C(=O)C2CC=C(Cl)CC2C1=O)NCc1ccco1 (stereo not drawn)	-5	0	-20
O=C(CCSc1ccc(Cl)c(Cl)c1)NC12CC3CC(CC(C3)C1)C2	2	0	-18
CCN(Cc1ccccc1)C(c1cc2cc(C)cc(C)c2[nH]c1=O)c1nnnn1CCOC (stereo not drawn)	3	0	1
CCOc1ccc(NS(=O)(=O)c2ccc(OCC(=O)N3CCCC3)cc2)cc1	0	1	4
N#Cc1nc(-c2ccc(F)cc2)oc1N1CCCC1	2	-1	-10
COc1ccc(C)cc1S(=O)(=O)N1CCN(c2cccc(C(F)(F)F)c2)CC1	4	0	-22
O=S(=O)(NCc1cn2ccccc2n1)c1cc(F)ccc1F	-3	0	-6
CCN(CC)c1nc2c(s1)C(=O)CC(C)(C)C2	6	-1	3
O=C(CSc1nnc2ccccn12)c1ccc2c(c1)OCCO2	-4	-4	6
CSc1nc(C)c2c(c1C#N)CCCC2	-11	-2	-1
O=C(OCC(=O)c1c[nH]c2ccccc12)c1ccco1	-4	-6	12
FC(F)(F)c1nnc(-c2ccccc2)nc1Sc1ccc(Cl)cc1	4	1	1
O=C(C1=C[C@H](C2CCCCC2)C[C@H](OCCCCO)O1)N1CCN(Cc2ccc3c(c2)OCO3)CC1	-10	2	1
Cc1ccccc1OC(=O)Cn1c(C(F)(F)F)nc2ccccc21	-8	-1	-25
O=C(c1ccco1)N1CCN(C(c2ccccc2)c2nnnn2C2CCCC2)CC1 (stereo not drawn)	-1	-2	2
CCCn1c(CCC(=O)O)ccc1-c1cccs1	-1	-3	-15
COc1ccc2cc3cc(C(=O)NCCCN4CCC(C)CC4)oc3nc2c1	-5	1	-30
O=C1C2C3CCCC3=C3CCCC3C2C(=O)N1c1cccc(Cl)c1 (stereo not drawn)	-5	1	-10
CCOC(=O)N1CCN(c2ccc3nnnn3n2)CC1	2	7	10
Cc1noc(C)c1CSc1nc2cc(S(=O)(=O)N3CCOCC3)ccc2o1	11	-2	12
Clc1ccc(CSc2cc3c(nn2)-c2ccccc2CC3)cc1	34	-4	9
O=C1C(=Cc2ccc(Br)o2)C(=O)c2ccccc21	-1	-2	5
O=C1CN(C(=O)CC2c3ccccc3-c3ccccc32)CC(=O)N1	-3	4	-1
O=c1[nH][nH]c(C(F)(F)F)c1C=NCc1cccc(Cl)c1	4	-2	-4

One compound at a time (already shown). Order of screens: miR-122 sensor	Cneo AK release	PGC1a acetyl inh
N#Cc1nc(-c2ccc(F)cc2)oc1N1CCCC1 across the screens: 2	-1	-10
O=C(C1=C[C@H](C2CCCCC2)C[C@H](OCCCCO)O1)N1CCN(Cc2ccc3c(c2)OCO3)CC1 across the screens: -10	2	1

7 structures from above, sorted by length of the SMILES, highest first.
SMILES	miR-122 sensor	Cneo AK release	PGC1a acetyl inh
O=C(C1=C[C@H](C2CCCCC2)C[C@H](OCCCCO)O1)N1CCN(Cc2ccc3c(c2)OCO3)CC1	-10	2	1
COc1ccc(C)cc1S(=O)(=O)N1CCN(c2cccc(C(F)(F)F)c2)CC1	4	0	-22
Clc1ccc(CSc2cc3c(nn2)-c2ccccc2CC3)cc1	34	-4	9
O=C(CSc1nnc2ccccn12)c1ccc2c(c1)OCCO2	-4	-4	6
O=C1C(=Cc2ccc(Br)o2)C(=O)c2ccccc21	-1	-2	5
N#Cc1nc(-c2ccc(F)cc2)oc1N1CCCC1	2	-1	-10
CSc1nc(C)c2c(c1C#N)CCCC2	-11	-2	-1
